VIM-2 inh = blocks Pseudomonas aeruginosa VIM-2 metallo-beta-lactamase | purified VIM-2, nitrocefin hydrolysis, epi-absorbance fluorescence | inhibition, % at 5.6 µM | 0.89% of 290,000 active;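 active = inhibition above the mean of all tested compounds plus 3 SD, cutoff set per screening run, cut at about 7.5% in these data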;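 note: red hydrolysis product quenches plate fluorescence so inhibitors raise well fluorescence; 0% = enzyme with DMSO and 100% = DMSO without enzyme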
HCV NS3 hel inh = blocks Hepatitis C virus NS3 helicase unwinding | 0.56% of 290,000 active | inhibition, % at 10.9 µM | NS3 helicase DNA unwinding, Cy5 molecular beacon fluorescence;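 active = inhibition above the mean of all tested compounds plus 3 SD, set per campaign, cut at about 35% in these data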;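 note: 0% = DMSO wells and 100% = thioflavine S control wells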
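Test system: hepatitis C virus NS3 helicase domain fragment enzyme. Also added: annealed dual-labelled DNA beacon duplex, ATP-started. Timing: 60 min unwinding reaction at 25 °C after ATP addition. Technique: Cy5 fluorescence. Measure: % inhibition of unwinding.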
IMP-1 inh = inhibitors of Pseudomonas aeruginosa IMP-1 metallo-beta-lactamase; purified IMP-1, nitrocefin hydrolysis, epi-absorbance fluorescence; inhibition, % at 5.6 µM; 0.45% of 290,000 active;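 active = inhibition above the mean plus 3 SD of all compounds in the same screening run, cut at about 4.5% in these data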;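 note: 0% = IMP-1 with DMSO and 100% = DMSO wells lacking enzyme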
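System – purified recombinant IMP-1 beta-lactamase · Input – IMP-1 dispensed at 0.2 nM · Timing – 15 min preincubation plus 25 min reaction at 25 °C · Signal – Epi-absorbance fluorescence, 480 nm excitation, 530 nm emission · Measure – percent IMP-1 inhibition derived from blank-referenced optical density · Controls – Enzyme-plus-DMSO low control, enzyme-free DMSO high control · Replication – singlicate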
SUMO HTRF inh = inhibitors of human SUMOylation (UBC9); 0.36% of 290,000 active; inhibition, % at 35 µM; HTRF SUMOylation assay, SAE1/SAE2 + UBC9, in vitro; P63279; in the data active = inhibition above about 50%, passing the limit was not always enough; note: strong numbers were not always called active
Target sequence (P63279 whole entry, looked up): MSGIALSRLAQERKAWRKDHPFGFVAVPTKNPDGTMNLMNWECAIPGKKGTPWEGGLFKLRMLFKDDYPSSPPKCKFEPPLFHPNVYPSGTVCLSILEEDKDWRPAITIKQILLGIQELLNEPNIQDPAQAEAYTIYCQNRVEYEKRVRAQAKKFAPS
CRFBP-R2 block = CRF-BP/CRF-R2 complex antagonism; HEK293 CRF-R2/CRF-BP, CRF-induced calcium fluorescence; inhibition, % at 11.8 µM; 0.59% of 350,000 active;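 active = inhibition of the ligand-induced calcium signal above about 50% at the single tested concentration, limit read from the data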
IDE act = IDE (human) activation, cell-based. P14735. activation, % at 5.96 µM. AID 493087. 0.073% of 340,000 active. HEK cells, FAbeta-B cleavage, fluorescence polarization; 0% vehicle, 100% cell-free pure enzyme wells;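 active = activation above the mean of all tested compounds plus 3 SD, set per screening campaign, cut at about 17% in these data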
p-CIP stab down = lowers stability of the mouse p/CIP coactivator protein; Q05BA5; 0.01% of 290,000 active; AID 1984; F442A p/CIP-EGFP cells, EGFP fluorescence, 16 h; decrease of EGFP signal, % at 10 µM;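 active = EGFP signal decrease of at least 30% at 10 µM or well 3 SD below plate mean, unless failing retest; inactive = the rest, including hits failing retest or dose response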; note: some compounds called inactive have numbers as strong as hits; many of its hits are not listed in these tables
IDE cell inh = cellular human IDE inhibition; P14735; HEK cells, FAbetaB cleavage, fluorescence polarization; inhibition, % at 5.59 µM; 0.41% of 320,000 active;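 active = percent inhibition above the average of all tested compounds plus 3 SD, set per screening campaign, cut at about 16% in these data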;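 note: IDE supplied by intact live HEK cells; FP after avidin binding of uncleaved biotin substrate so inhibition keeps polarization high; 0% = DMSO wells and 100% = 60 µM reference IDE inhibitor Ii1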
GalR3 antag = antagonists of human GalR3; O60755; HEK293 GalR3-CNG cAMP membrane potential fluorescence; galR3 body fused to GalR1 C-terminus; inhibition, % at 3 µM; 0.44% of 360,000 active; AID 651719;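 active = inhibition above the screen-wide average plus 3 SD, cut at about 13% in these data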;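 note: forskolin and galanin both at EC90 stimulate the cells; cAMP rise reported by CNG channel membrane potential dye signal; 0% = forskolin plus galanin with DMSO and 100% = forskolin alone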
Target sequence (O60755 1-299 limits assumed): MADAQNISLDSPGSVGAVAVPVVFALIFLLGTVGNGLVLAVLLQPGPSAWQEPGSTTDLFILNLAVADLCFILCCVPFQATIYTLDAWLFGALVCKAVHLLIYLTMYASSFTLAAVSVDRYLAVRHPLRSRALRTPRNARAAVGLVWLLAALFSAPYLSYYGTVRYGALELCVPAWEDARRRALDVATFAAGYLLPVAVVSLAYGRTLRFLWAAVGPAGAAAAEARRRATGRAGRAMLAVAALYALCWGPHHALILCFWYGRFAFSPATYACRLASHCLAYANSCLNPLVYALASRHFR
Starred values were filed as active, the others as inactive; / = not tested or not shown.

Start of the listing, in advance (2 entries):
No.	SUMO HTRF inh	IMP-1 inh	VIM-2 inh	p-CIP stab down	HCV NS3 hel inh	CRFBP-R2 block	IDE act	IDE cell inh	GalR3 antag	mol
1	5	-1.5	-1.6	1	-7	5	1	5	-7	COc1cccc(C2c3[nH]c4ccccc4c3CCN2CCCn2cccn2)c1 (centres undefined)
2	9	-4.6	3.4	-8	2	4	5	-2	-3	Cc1ccc(F)cc1NC(=O)c1c(-c2ccccc2)noc1C

This part in full, from the first entry:
No.	SUMO HTRF inh	IMP-1 inh	VIM-2 inh	p-CIP stab down	HCV NS3 hel inh	CRFBP-R2 block	IDE act	IDE cell inh	GalR3 antag	mol
1	5	-1.5	-1.6	1	-7	5	1	5	-7	COc1cccc(C2c3[nH]c4ccccc4c3CCN2CCCn2cccn2)c1 (centres undefined)
2	9	-4.6	3.4	-8	2	4	5	-2	-3	Cc1ccc(F)cc1NC(=O)c1c(-c2ccccc2)noc1C
3	/	/	/	/	/	-2	1	3	-5	O=C(CCNS(=O)(=O)c1ccccc1)NNC(=O)COc1ccccc1F
4	11	-2.1	-3.8	-12	1	10	-1	0	-6	COc1ccccc1NC(=O)Cc1nnc(SCC(=O)NC2CCCC2)n1C
5	-6	1.3	3.5	8	0	14	8	5	-5	Fc1cccc(NC(=S)Nc2ccc(Br)cc2)c1
6	7	-3.0	-0.2	3	-13	10	6	8	2	Cc1cccc(NC(=O)CSc2ccc(-c3ccccn3)nn2)c1C
7	3	-0.6	0.6	3	16	15	4	10	-2	CC(=O)OCC(=O)Nc1ccc(SC(F)F)cc1
8	12	2.7	-2.8	-6	-6	-4	-4	-3	0	O=C(NC(NC(=O)c1ccccc1)c1cccc([N+](=O)[O-])c1)c1ccccc1
9	4	-3.4	0.0	11	-2	15	5	13	-5	CCCC(=O)Nc1cc(C(=O)O)ccc1S(=O)(=O)c1ccc(Cl)cc1
10	14	-0.4	0.2	8	14	-7	2	1	-4	Cc1c(Br)c([N+](=O)[O-])nn1C(C)C(=O)Nc1nccs1 (centres undefined)
11	2	-3.1	-3.1	5	-8	2	7	-2	-3	CC(/C=C/c1ccc2c(c1)OCO2)=N\NC(=O)COc1ccccc1C
12	12	-1.6	-1.2	-14	-10	-6	-4	-2	-10	COc1ccc(N2CC(C(=O)Nc3ccccc3C(=O)NC3CC3)CC2=O)cc1 (centres undefined)
13	4	-3.3	-1.0	-6	0	-14	8	1	1	O=C(Nc1ccc(OC(=O)c2ccccc2)c(-c2nc3ccccc3s2)c1)c1ccccc1
14	3	1.3	-3.9	3	-15	-11	5	-4	-6	COc1ccccc1NC(=O)C(=O)c1cn(CC(=O)N2CCCC2)c2ccccc12
15	-32	-2.1	-1.2	1	5	3	10	3	-2	O=C(OCc1ccc(F)cc1Cl)c1ccccn1
16	5	1.3	-4.2	-3	-2	2	/	-1	1	O=C(CCC(=O)NNC(=O)Cc1ccccc1)NCc1ccccc1
17	16	-3.8	-2.0	-10	9	2	0	-2	-1	CC1=Nn2c(nnc2-c2ccccc2F)SC1
18	2	-3.8	-2.6	1	-3	16	7	1	-8	COc1cccc(C(=O)NNC(=O)Cc2ccc([N+](=O)[O-])cc2)c1
19	7	-3.3	-2.6	-9	-4	36	-1	2	0	Cc1nnc(Nc2ccc(O)cc2)[nH]c1=O
20	0	-2.4	-4.0	-10	-15	-11	-2	0	0	Cn1c(SCC(=O)N2c3ccccc3CCc3ccccc32)nnc1-c1ccc(O)cc1
21	18	1.4	2.1	-5	20	11	2	/	-8	COc1cc(-c2c(C(C)=O)c(C)nc3c2C(=O)c2ccccc2-3)cc(OC)c1OC
22	12	-2.1	-0.7	3	2	3	3	2	-2	COC(=O)c1ccc(N2Cc3ccccc3/C2=N\C(=O)Nc2ccccc2)cc1
23	-14	-2.2	-3.4	12	6	/	/	-2	/	Cc1cc(Cl)ccc1OCC(=O)n1cc(C(=O)c2cc(Cl)ccc2O)cn1
24	-8	-2.4	-0.1	-6	8	-1	-2	1	-6	CCc1ccc(C(C(=O)NC2CCCC2)N(C(=O)c2csnn2)C2CC2)cc1 (centres undefined)
25	0	1.1	-1.4	-13	7	15	5	9	5	O=C(NC1CCCCC1)c1ccccc1-c1ccccc1
26	10	-2.0	1.2	-12	-1	-15	1	-3	0	C/C(=N\NC(=O)c1c([N+](=O)[O-])c(C)nn1C)c1ccc(NC(=O)c2ccc(C)o2)cc1
27	2	-1.6	-2.2	2	4	37	-1	-1	-2	CN(C)c1ccc(C(=O)N(Cc2ccccc2)Cc2ccccc2)cc1
28	4	-0.5	-2.8	-4	11	31	/	/	6	C=CS(=O)c1sc(Cl)c(N2CCOCC2)c1[N+](=O)[O-] (centres undefined)
29	-2	-3.7	-1.9	-8	-1	-8	-4	8	1	Cc1ccc(-n2c(SCC(=O)c3c(N)n(C)c(=O)n(C)c3=O)nc3sc4c(c3c2=O)CCCC4)c(C)c1
30	/	/	/	/	/	6	5	2	-2	COc1ccc2sc(-c3ccc(S(C)(=O)=O)cc3)c(-c3ccc(SC)cc3)c2c1
31	/	/	/	/	/	-1	0	2	-2	CC(=O)c1cccc(NC(=O)c2c(-c3c(F)cccc3Cl)noc2C)c1
32	-14	-4.0	-2.8	-9	8	-3	5	0	-1	CCc1ccc(NC(=O)COC(=O)CN2C(=O)COc3ccccc32)cc1
33	15	-0.4	-0.9	-7	-1	-1	-2	3	-3	O=C(CSc1nnc(CNC(=O)c2ccc(F)cc2)o1)NCc1ccc(F)cc1
34	19	-1.5	-2.1	-16	-1	41	7	0	-10	CCC1(C)N=C(N)Nc2nc3cc(C)c(C)cc3n21 (centres undefined)
35	11	-3.0	-0.9	4	-3	-15	-1	2	-15	CCOC(=O)CSc1ccc(C(=O)Nc2ccc(Cl)cc2)cn1
36	20	-2.4	-1.1	-17	0	13	0	11	2	COc1ccc(-n2nnc3c(SCC(=O)NCC4CCCO4)ncnc32)cc1 (centres undefined)
37	/	/	/	/	/	9	2	2	-5	Nc1nnc(SCC(=O)NCC(=O)Nc2ccc(F)c(F)c2F)s1
38	11	-4.1	-2.0	-3	-5	-9	6	2	-2	Cc1ccc(C(=O)Nc2ccc(Oc3cccc(C(F)(F)F)c3)nc2)cc1
39	9	-2.0	-1.9	-2	-8	-10	3	-4	-11	CSc1ccc(NC(=O)Nc2ccccc2C(N)=O)cc1
40	-10	/	/	-2	/	4	6	4	-3	CCCCCC(=O)Nc1cccc(C2=NOC3(C2)C[C@@H](C(N)=O)N(C(=O)C2(C)CC2)C3)c1 (some centres undefined)
41	0	-3.3	-4.0	-31	6	-17	-7	6	2	N#C/C(=C\c1ccc(OC(=O)c2cccs2)cc1)c1nc2ccccc2[nH]1
42	-4	-1.9	-2.4	2	0	-18	5	3	6	CC(C)(C)C1CCc2c(sc(NC(=O)c3cccs3)c2C(=O)N2CCCCC2)C1 (centres undefined)
43	63*	-3.5	-2.8	-5	-4	-30	-4	-6	-11	N=C1S/C(=C\c2cccc3ccccc23)C(=O)N1c1ccc(F)cc1
44	-12	-1.8	-0.8	-7	-7	8	7	4	-3	COc1cc(SC)ccc1C(=O)N1CCN(Cc2ccc3c(c2)OCO3)CC1
45	2	-3.6	-5.9	-10	2	-27	7	7	-3	CCCCCCc1nc2ccccc2c(=O)n1N
46	/	/	/	/	/	13	8	2	-7	CC(C)Cn1c(SCC(=O)Nc2ccc(Cl)cc2F)nc(O)cc1=O
47	-16	-0.3	0.8	7	7	-5	2	-4	-1	Cc1ccc(-c2nnc(-c3ccccc3)c(-c3ccccc3)n2)cc1
48	20	0.9	-0.5	-19	6	36	-3	-1	0	C=C(C)c1cccc(C(C)(C)NC(=O)Nc2ccc3[nH]c(=O)[nH]c3c2)c1
49	8	-4.2	-0.9	-3	9	-5	6	-4	-2	c1ccc(CSc2nnc(-c3cccnc3)o2)cc1
50	/	/	/	/	/	-5	-5	6	-9	COC(=O)[C@@]12CCCN1[C@H](c1ccc(-c3cccc(Cl)c3)cc1)[C@H]1C(=O)N(C)C(=O)[C@H]12

Later entries
No.	SUMO HTRF inh	IMP-1 inh	VIM-2 inh	p-CIP stab down	HCV NS3 hel inh	CRFBP-R2 block	IDE act	IDE cell inh	GalR3 antag	mol
51	-9	-1.6	-4.0	-4	-8	-24	2	-1	-2	COC(=O)c1cccc(NC(=S)NCc2ccc(Cl)cc2)c1
52	0	-3.6	-4.1	-1	3	8	2	-1	-1	COc1ccccc1C=NC(CO)C(O)c1ccc([N+](=O)[O-])cc1 (centres undefined)
53	6	-1.6	-1.3	0	3	-5	2	1	-5	COc1ccc(N(CCC(=O)O)S(=O)(=O)c2ccc(C)c(C)c2)cc1
54	-16	-4.7	-4.0	-6	-1	4	8	-1	-5	CCCS(=O)(=O)N1CCN(S(=O)(=O)c2ccc(F)cc2)CC1
55	-2	-2.2	-5.3	-6	-4	-5	-2	2	-3	Nc1nc2n(n1)C(c1ccco1)CC(c1ccc(Cl)cc1Cl)N2 (centres undefined)
56	/	/	/	/	/	-11	-2	3	-4	CN(CC(=O)Nc1ccccc1C(=O)NC1CC1)Cc1ccc(Cl)cc1
57	4	-1.4	-1.1	-6	10	-6	2	-5	-11	CNS(=O)(=O)c1cn(CC(=O)NCc2ccc(OC)cc2)cc1S(=O)(=O)NC
58	15	1.0	6.3	3	-18	-25	-3	-9	-2	COc1ccc(CCn2c(=N)c(S(=O)(=O)c3ccc(Cl)cc3)cc3c(=O)n4ccccc4nc32)cc1
59	14	-4.9	-0.9	-15	2	-5	5	-4	0	COc1ccccc1OCCNC1CCCC1
60	15	-2.0	4.2	-4	7	-4	0	2	-4	CCCCCC(O)CCc1n[nH]c(=S)n1-c1ccccc1 (centres undefined)
61	13	-3.9	-4.6	-7	8	18	6	10	-5	CN1/C(=C\C(=O)CSc2ncn[nH]2)C(C)(C)c2ccccc21

Quoted from the listing.
Under GalR3 antag, cpd 53 is entered as -5
Under SUMO HTRF inh, cpd 59 is entered as 14
Under HCV NS3 hel inh, cpd 57 is entered as 10
